From PubChem BioAssay
Hep lipid drop – modulators of hepatic lipid droplet formation; AML12 mouse hepatocytes, oleate lipid droplets, BODIPY imaging; inhibition, % at 6.5 µM; actives 0.4% (n = 240,000);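 active = lipid droplet intensity inhibited by at least 50%, with more than 500 cells counted; inconclusive = wells with under 300 cells, treated as cytotoxic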
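Material: mouse AML12 hepatocyte cell line, fixed after treatment; Timing: compound with oleate, overnight; Technique: high-content imaging of BODIPY-stained droplets and DAPI nuclei; Probe or stimulus: oleate, 100 µM final; Dosing: compound at 6.5 µM only.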
Siah-1 displacement – Siah-1 peptide-binding antagonists, primary screen, biochemical, fluorescence polarization, rhodamine-plectin, uHTS (AID 1817); Siah-1 / rhodamine-plectin peptide fluorescence polarization; higher % means a stronger effect; displacement, % at 20 µM, or IC50 in µM where a hit was titrated; actives 0.02% (n = 290,000);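 active = displacement of at least 50% at 20 µM, with a fluorescence ratio check between 0.3 and a set limit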;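 also: plate controls were Siah plus tracer with DMSO for no effect and tracer alone without Siah for full effect; strong numbers were not always called active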
Myeloid diff 2 – promotes myeloid progenitor differentiation; ER-HoxA9 myeloid progenitors, lysozyme-GFP differentiation, flow cytometry; calls only at 10 µM; actives 1% (n = 360,000);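 active = normalized GFP-positive differentiation at or above the plate's own cutoff, the solvent-only control mean plus 3 SD; inconclusive = no clear call, values can overlap the other calls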;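 also: cells exposed to compound for four days before flow analysis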
HIV fusion peptide – inhibitors of HIV fusion peptide binding, primary screen, biochemical, uHTS, fluorescence dequenching (AID 1986); cell-free peptide binding, fluorescence dequenching, 30 min; higher % means a stronger effect; one-dose inhibition, % at 20 µM; IC50 in µM for titrated hits; actives 0.3% (n = 290,000); in the data active = inhibition mostly above about 52%, no sharp cut-off; inactive = mostly below about 76%; also: some results filed as inactive read as strong as hits
XIAP displacement – small molecules displacing peptide from XIAP – biochemical, IAP family, fluorescence polarization (AID 1018). XIAP BIR domain, fluorescence polarization peptide displacement; higher % means a stronger effect. one-dose displacement, % at 20 µM; IC50 in µM for titrated hits. actives 0.007% (n = 200,000); in the data active = displacement above about 50%; also: a part of the inactive calls stands beside numbers as strong as those of hits
LYP phosphatase – PTPN22 lymphoid phosphatase activity blockers – biochemical, fluorescence intensity, uHTS (AID 1779); recombinant LYP phosphatase, fluorescence intensity; higher % means a stronger effect; inhibition, % at 11.5 µM; hits with a dose series show IC50 in µM; actives 0.054% (n = 290,000);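 also: plate controls were vehicle with enzyme for no effect and no enzyme for full effect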
NOD2 inhibition – NOD2 signaling inhibitors, cell-based, luminescence, uHTS, HEK293 (AID 1566) | HEK293 NOD2/NF-kB luciferase reporter, luminescence; higher % means a stronger effect | actives 0.63% (n = 290,000) | inhibition, % at 4 µM, or EC50 in µM where a hit was titrated; also: many of its hits are not listed in these tables
Dengue-2 NS5 capping – flavivirus cap methylation enzyme inhibition – biochemical, confirmation dose response, primary screen (AID 588689). inhibition, % at 25 µM, or IC50 in µM where a hit was titrated. Dengue-2 NS5 methyltransferase capping enzyme assay, biochemical; higher % means a stronger effect. actives 0.3% (n = 340,000); in the data active = a potency from the dose series; inconclusive = inhibition above about 29% without an active follow-up result
AID2073 – disruptors of CaV2.2 binding to Mint1 – biochemical, HTRF (AID 2073) | inhibition, % at 20 µM, or IC50 in µM where a hit was titrated | HTRF protein-protein interaction, Mint1-CaV2.2; higher % means a stronger effect | actives 0.19% (n = 290,000); in the data active = inhibition mostly above about 51%, no sharp cut-off; inconclusive = no clear call, values can overlap the other calls; inactive = mostly below about 53%; also: some results filed as inactive read as strong as hits
Hep lipid drop cells 6.5 µM – second read-out of Hep lipid drop, no call of its own (marks repeat the call); cell count; measured here: cell count, cytotoxicity flag;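 cells counted across two imaged fields per well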
Myeloid diff 2 GFP+ MAC1+ % – further read-out of Myeloid diff 2, marked with its call; GFP+ MAC1+ double positive, %; measured here: differentiation confirmed by MAC1 staining
* = called active by the depositor; i = inactive; u = inconclusive; x = no result given. Rule as the data show it, unless noted: active = inhibition above about 50%; inactive = the rest. An excerpt. The share of hits here may be higher or lower than overall.

The opening 3 compounds as a preview:
SMILES	Hep lipid drop	Hep lipid drop cells 6.5 µM	Siah-1 displacement	Myeloid diff 2	Myeloid diff 2 GFP+ MAC1+ %	HIV fusion peptide	XIAP displacement	LYP phosphatase	NOD2 inhibition	Dengue-2 NS5 capping	AID2073
Cc1cc(C)c2[nH]c(=O)c(C(c3nnnn3CC3CCCO3)N3CCC(C)CC3)cc2c1 (centres undefined)	10	741	1%	i	1.2	6.8%	-8.2%	5%	16%	1%	28%
CC(=O)N1CCN(Cc2cc(=O)n3cc(Cl)c(C)c(Cl)c3n2)CC1	x	x	-2%	i	0.5	0.0%	-14%	-7%	19%	4%	-6%
Cc1nn(-c2ccccc2)c(N2CCCC2)c1/C=C1\N=C(c2ccccc2)OC1=O	22	680	-4%	i	0.2	9.9%	-6.2%	6%	4%	u	4%

Main list, previewed entries included:
SMILES	Hep lipid drop	Hep lipid drop cells 6.5 µM	Siah-1 displacement	Myeloid diff 2	Myeloid diff 2 GFP+ MAC1+ %	HIV fusion peptide	XIAP displacement	LYP phosphatase	NOD2 inhibition	Dengue-2 NS5 capping	AID2073
Cc1cc(C)c2[nH]c(=O)c(C(c3nnnn3CC3CCCO3)N3CCC(C)CC3)cc2c1 (centres undefined)	10	741	1%	i	1.2	6.8%	-8.2%	5%	16%	1%	28%
CC(=O)N1CCN(Cc2cc(=O)n3cc(Cl)c(C)c(Cl)c3n2)CC1	x	x	-2%	i	0.5	0.0%	-14%	-7%	19%	4%	-6%
Cc1nn(-c2ccccc2)c(N2CCCC2)c1/C=C1\N=C(c2ccccc2)OC1=O	22	680	-4%	i	0.2	9.9%	-6.2%	6%	4%	u	4%
Cc1ccc(C(=O)Nc2cccnc2N2CCN(C)CC2)cc1	0	686	2%	i	0.7	-1.3%	-4.2%	-5%	9%	-4%	7%
C=C(C)COc1ccc2c(C)c(CC(=O)N3C[C@H]4C[C@@H](C3)c3cccc(=O)n3C4)c(=O)oc2c1	-14	768	0%	i	3.1	2.6%	x	-14%	5%	4%	6%
O=C(c1cnccn1)N1CCN(S(=O)(=O)c2ccc3ccccc3c2)CC1	-5	782	0%	i	0.8	1.3%	1.5%	1%	3%	9%	-8%
COc1ccc(NC(=O)CCc2nnc3ccc(NCc4ccco4)nn23)cc1	-4	722	-3%	i	3.0	-2.1%	x	-8%	4%	-15%	9%
COc1ccccc1C(=O)Nc1nnc(SCC(=O)NCc2ccco2)s1	-3	688	-9%	i	1.1	-0.9%	x	-10%	-49%	-5%	89%
CCOC(=O)C1CCN(C(=O)C2CCN(S(=O)(=O)N3CCCC3)CC2)CC1	x	x	-2%	i	1.7	-4.0%	-7.2%	-12%	13%	8%	-4%
Cc1ccc(S(=O)(=O)CC(=O)Nc2nnc(C(C)(C)C)s2)cc1	17	799	8%	i	0.3	0.4%	x	-11%	7%	-5%	-22%
Cc1cc(OCC(=O)N2CCCC2)cc(C)c1Cl	-7	714	-7%	i	2.0	-0.7%	-7.6%	0%	-17%	-5%	3%
Cc1ccc(NCC(=O)N/N=C\c2ccc[nH]2)cc1	-15	726	4%	i	0.7	-1.5%	x	-4%	2%	x	-15%
O=C(COc1ncnc2sccc12)N1CCN(C(=O)c2ccco2)CC1	11	690	10%	i	0.1	5.8%	-6.2%	-7%	21%	1%	38%
CCC(=NCCc1c(C)[nH]c2ccc(OC(F)(F)F)cc12)C1=C(O)CC(c2ccccc2)CC1=O (centres undefined)	21	696	6%	x	x	1.0%	-2.7%	8%	7%	-3%	-2%
CCCCCSc1nnc(-c2ccccc2N)c(=O)[nH]1	11	732	0%	i	0.3	32%	-4.6%	3%	14%	-7%	3%
O=C(Nc1nnc(C2=COCCO2)o1)c1cccc(F)c1	-2	878	-6%	i	3.1	1.6%	x	-7%	-5%	-5%	11%
CCN(CC(=O)Nc1ccc(C)c(F)c1)CC(=O)NC(C)C	4	703	-13%	i	0.9	-1.7%	-3.1%	-6%	2%	-2%	3%
Cc1ccc(CN2CCNC(=O)C2CC(=O)NCc2cc(C)n(C)n2)cc1 (centres undefined)	39	842	-2%	i	3.1	1.8%	x	-8%	6%	4%	13%
CCOC(=O)c1sc(NC(=O)CSc2n[nH]c(C)n2)nc1C	-4	641	2%	i	0.3	-0.8%	-1.1%	-4%	10%	-1%	-3%
NS(=O)(=O)c1cccc(NC(=O)CN2CCc3ccccc32)c1	-6	686	11%	i	0.2	4.3%	-1.7%	1%	4%	1%	32%
NC1=NN=C(N2N=C(c3ccc(Br)cc3)CC2(O)C(F)(F)F)n2ncnc2C1 (centres undefined)	-9	759	-4%	i	0.8	5.9%	-4.1%	-2%	12%	6%	30%
CN(CCC#N)C(=O)COc1ccc(Br)cc1Cl	2	703	6%	i	0.9	-1.5%	-1.4%	-29%	14%	-8%	3%
CCc1c(C(=O)NNC(=S)NCC2CCCO2)csc1C (centres undefined)	-4	729	-1%	i	0.1	-1.5%	-6.0%	-8%	14%	-3%	-20%
COc1ccc(N2CCN(c3ncnc4scc(-c5ccc(F)cc5)c34)CC2)cc1	-2	773	12%	i	0.5	2.0%	x	-4%	3%	-2%	7%
C/C(=N\O)C(=O)NCc1ccccn1	-4	575	-2%	i	0.6	0.6%	-3.5%	0%	4%	6%	-4%
CCCCN1C(=O)N(C)C2NC(=O)NC21 (centres undefined)	2	783	-1%	i	0.2	-2.4%	-3.5%	-8%	14%	0%	-2%
S=C1SCN(Cc2ccccn2)CN1Cc1ccco1	x	x	-2%	i	1.9	-1.0%	0.3%	-2%	8%	7%	-30%
CC/C(=N\NC(=O)C(N)=O)c1ccccc1O	15	665	4%	i	0.5	-0.1%	-2.1%	-1%	-8%	-14%	3%
COc1ccc2cc(CCl)c(Cl)nc2c1	16	653	-4%	i	0.5	-0.1%	-1.1%	-5%	10%	-7%	7%
Cn1cccc1C(=O)NC(=O)COC(=O)c1cc(Cl)ccc1[N+](=O)[O-]	-4	746	4%	i	0.2	-0.2%	x	-4%	3%	-6%	20%
Fc1ccc(CN2CCSCC2)cc1Br	x	x	5%	i	11	-1.9%	-2.1%	-16%	11%	3%	-1%
CC(=O)SCCC(=O)N1C(C)CCCC1C(=O)O (centres undefined)	x	x	0%	i	1.7	-2.3%	-1.7%	-3%	6%	-9%	1%
NNC(=O)CSc1ncc(-c2ccccc2)[nH]1	-13	751	11%	i	0.3	-1.0%	-0.6%	-5%	10%	-5%	3%
CCOc1cc(-c2nc(C)c(C(C)=O)n2O)ccc1OCC(=O)Nc1ccccc1	-36	698	10%	i	0.6	3.7%	-5.1%	-8%	13%	-4%	u
C/C=C/c1ccc(OCCNCc2ccccc2)c(OC)c1	-14	814	1%	i	0.4	-1.4%	x	-13%	-2%	-5%	0%
Cn1c(SCC(=O)Nc2sc3c(c2C#N)CCC3)nnc1C1COc2ccccc2O1 (centres undefined)	x	x	-9%	i	1.0	-2.7%	-5.3%	3%	15%	2%	2%
Cc1cc(Br)ccc1OCCOCCN1CCCC1	15	842	5%	i	0.2	1.4%	x	-7%	2%	x	-4%
COc1cc2c(cc1OC)n(CC(=O)NC1CCCCCC1)n1c(C)cc(=O)nc21	8	708	3%	i	3.8	0.5%	x	-20%	6%	0%	18%
Cc1ccc(NC(=O)Cc2noc3ccccc23)nc1	-9	686	2%	i	1.2	-0.1%	-5.1%	-1%	-6%	-4%	-1%
O=C(O)c1cccc(Nc2nc(-c3ccccc3)nc3ccccc23)c1	x	x	3%	i	0.5	9.1%	x	-3%	33%	1%	26%
COc1ccc(CNC(=O)c2noc(C)c2[N+](=O)[O-])cc1	4	647	-2%	i	0.3	-0.6%	-4.2%	-8%	-4%	4%	-2%
Cc1ccc(NC(=O)OCc2ccccc2S(C)=O)cc1 (centres undefined)	-3	741	1%	i	0.3	-0.1%	-12%	5%	-6%	1%	5%
CCOc1ccc(NC(=O)CCCCn2c(=O)[nH]c3ccsc3c2=O)cc1	-20	694	-2%	i	0.5	-0.1%	-2.4%	3%	1%	2%	0%
Cc1ccc(C)c(Nc2nc(-c3ccncc3)nc3ccccc23)c1	x	x	0%	i	0.3	-0.1%	x	-5%	-2%	-9%	22%
COc1ccc(N2CCN(S(=O)(=O)c3ccc4c(c3)CCCC4)CC2)c([N+](=O)[O-])c1	x	x	2%	i	1.0	2.1%	-1.2%	0%	24%	-3%	8%
N=c1c2c(-c3ccccc3)c(-c3ccccc3)n(Cc3ccco3)c2ncn1Cc1ccccc1	16	777	-1%	i	1.1	-3.1%	-28%	-4%	-5%	-10%	14%
CCOC(=O)N1CC(=O)Nc2ccc(Br)cc2C1c1ccccc1 (centres undefined)	-27	696	5%	i	0.0	-1.3%	x	-2%	21%	-14%	-2%
COC(=O)C1=C(C)NC(=O)C1(NS(=O)(=O)c1ccc(NC(C)=O)cc1)C(F)(F)F (centres undefined)	4	789	-8%	i	6.3	-2.8%	-7.5%	-3%	-15%	1%	1%
COc1cc(NS(=O)(=O)c2ccc(NC(=S)NC(=O)CC(C)C)cc2)nc(OC)n1	-4	676	-2%	i	1.6	12%	-2.6%	5%	9%	2%	-1%
COC(=O)C1=C(O)/C(=C/c2ccc(OCC(=O)Nc3ccccc3)cc2)N=C1C	-19	650	2%	i	1.0	-1.0%	x	-8%	-4%	-13%	-1%

Next section:
SMILES	Hep lipid drop	Hep lipid drop cells 6.5 µM	Siah-1 displacement	Myeloid diff 2	Myeloid diff 2 GFP+ MAC1+ %	HIV fusion peptide	XIAP displacement	LYP phosphatase	NOD2 inhibition	Dengue-2 NS5 capping	AID2073
CCOC(=O)NC1(C(F)(F)F)C(=O)NC(C)=C1C#N (centres undefined)	4	745	-5%	i	1.1	1.2%	-11%	-3%	0%	x	12%
O=C1CSC(=S)N1CC1CCCO1 (centres undefined)	x	x	-3%	i	3.8	20%	-2.6%	-4%	13%	2%	3%
O=C(NN1C(=O)C2C3C=CC(C4CC34)C2C1=O)c1ccc(Br)cc1 (centres undefined)	2	658	-2%	i	0.1	0.6%	-1.1%	-6%	12%	-5%	-15%
O=C(CCN1CCN(c2ccccc2)CC1)NNC(=S)Nc1ccccc1	24	727	5%	i	0.5	-2.6%	-1.7%	-6%	9%	2%	-13%
CC1CCc2c(sc3ncn(CCO)c(=O)c23)C1 (centres undefined)	-3	660	-2%	i	0.3	-0.1%	-11%	-9%	-59%	-8%	-4%
CCOCc1nnc(NC(=O)c2cc(OC)c(OC)cc2[N+](=O)[O-])s1	4	681	2%	i	0.4	0.5%	-1.1%	-2%	13%	-7%	29%
Cn1c(SCC(=O)Nc2ccc3nc(SCC(=O)NC4CC4)sc3c2)nnc1-c1ccccc1	20	687	1%	i	0.3	1.3%	-5.0%	0%	30%	-4%	8%
COC(=O)N/N=C/c1c(C)nn(-c2cccc(Cl)c2)c1Cl	-6	482	3%	i	0.2	-3.3%	-2.9%	-9%	-13%	1%	-5%
